Screens as filed in PubChem.
HCMV antiviral: qHTS Assay for inhibitors of the human cytomegalovirus (HCMV) | HFF cells, HCMV-luciferase reporter, 72 h; active compounds read low | activity change, negative = inhibition, % at 57.5 µM | 410,000 compounds, 4.5% hits; in the data active means activity change below about -60%; inconclusive means no clear call, values can overlap the other calls; inactive means above about -39%
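Compounds were evaluated in HFFs infected with an HCMV luciferase reporter virus (MOI 1 PFU/cell). Luciferase in lysates collected 72 h post infection served as the replication measure.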
AmpC inh detg: qHTS Inhibitors of AmpC Beta-Lactamase (assay with detergent); Potency, µM (titrated, usually from 114 µM), inactives show at the top dose activity change, negative = inhibition, usual class: inhibitors; 370,000 compounds, 0.041% hits; P00811; AID 485294, 2010; AmpC hydrolysis of nitrocefin, absorbance 480 nm, 0.01% Triton;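 further: potency means the concentration at half of the fitted maximal effect; 0% = no-compound wells and -100% = no-enzyme wells; nearly all actives have a fitted effect of over 25% in size; some results filed as inactive show a strong effect at the top dose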
Target sequence (P00811 whole entry, looked up): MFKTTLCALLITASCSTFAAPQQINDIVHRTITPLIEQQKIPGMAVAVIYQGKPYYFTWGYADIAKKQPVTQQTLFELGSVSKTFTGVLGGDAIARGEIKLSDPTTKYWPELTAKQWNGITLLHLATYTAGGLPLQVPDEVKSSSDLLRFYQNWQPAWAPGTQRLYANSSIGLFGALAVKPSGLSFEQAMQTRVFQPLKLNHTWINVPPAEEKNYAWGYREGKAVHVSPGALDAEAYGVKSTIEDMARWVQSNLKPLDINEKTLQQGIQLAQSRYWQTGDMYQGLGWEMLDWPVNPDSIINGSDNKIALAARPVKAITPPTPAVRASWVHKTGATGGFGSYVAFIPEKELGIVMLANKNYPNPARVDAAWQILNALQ
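20 mM phosphate pH 7.0 + 0.01% (detergent screen) or 0.0001% Triton X-100; 5.3 nM AmpC reagent; cpd preinc 15 min RT; nitrocefin (800 uM stock) to start; A480 q20 s × 4 min; Activity was normalised to no-enzyme and no-compound control wells.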
AmpC no deterg: qHTS Inhibitors of AmpC Beta-Lactamase (assay without detergent); 330,000 compounds, 0.52% hits; AID 485341, 2010; AmpC nitrocefin hydrolysis, absorbance 480 nm, 0.0001% Triton; P00811; Potency, µM (series often up to 57.1 µM), inactives show at the top dose activity change, negative = inhibition, most hits filed as inhibitors;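 further: potency means the concentration at half of the fitted maximal effect; plate controls were no compound for no effect and no enzyme for full effect; nearly all actives have a fitted effect of over 20% in size; some results filed as inactive show a strong effect at the top dose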
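20 mM phosphate pH 7.0 + 0.01% (detergent screen) or 0.0001% Triton X-100; 5.3 nM AmpC reagent; cpd preinc 15 min RT; nitrocefin (800 uM stock) to start; A480 q20 s × 4 min; Activity was normalised to no-enzyme and no-compound control wells.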
Sm TGR inh: qHTS Assay for the Inhibitors of Schistosoma Mansoni Peroxiredoxins. purified TGR, DTNB reduction, TNB absorbance 405 nm. Schistosoma mansoni thioredoxin glutathione reductase (TGR), Q962Y6. 360,000 compounds, 3% hits. Potency, µM (series often up to 114 µM), for inactives: at the top dose activity change, negative = inhibition, usual class: inhibitors; further: potency means the concentration at half of the fitted maximal effect; nearly all actives have a fitted effect of over 60% in size
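Kinetic colorimetric format: TGR-catalysed, NADPH-driven DTNB reduction monitored via TNB absorbance. Enzyme dispensed at 20 nM; compound exposure 15 min at room temperature before reaction start.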
AMA1-RON2 inh: qHTS for Inhibitors of AMA1-RON; Towards Development of Antimalarial Drug Lead: Primary Screen. Plasmodium falciparum AMA1 (3D7) - RON2 peptide interaction. 360,000 compounds, 0.2% hits. AlphaScreen AMA1-biotinylated RON2 peptide binding. Potency, µM (titrated, usually from 58.2 µM), without a hit: top-dose activity change, negative = inhibition, hits mostly inhibitors;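 further: potency means the concentration at half of the fitted maximal effect; 0% = vehicle wells and -100% = peptide control; nearly all actives have a fitted effect of over 45% in size; some results filed as inactive show a strong effect at the top dose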
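AMA1 (3D7) with his tag at 25 nM final met compounds first, then biotinylated RON2 peptide at 25 nM; detection used donor plus acceptor beads, 10 µg/mL apiece, read by AlphaScreen after 30 min at room temperature.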
FBPA Giardia inh: qHTS Assay for Inhibitors of Fructose-1,6-bisphosphate Aldolase from Giardia Lamblia; AID 2451, 2010; purified Giardia FBPA; Potency, µM (series often up to 59.6 µM), for inactives: top-dose activity, negative = inhibition, hits mostly inhibitors; 290,000 compounds, 0.71% hits; A8B2U2; further: potency means the concentration at half of the fitted maximal effect; nearly all actives have a fitted effect of over 55% in size
Target sequence (A8B2U2 whole entry, looked up): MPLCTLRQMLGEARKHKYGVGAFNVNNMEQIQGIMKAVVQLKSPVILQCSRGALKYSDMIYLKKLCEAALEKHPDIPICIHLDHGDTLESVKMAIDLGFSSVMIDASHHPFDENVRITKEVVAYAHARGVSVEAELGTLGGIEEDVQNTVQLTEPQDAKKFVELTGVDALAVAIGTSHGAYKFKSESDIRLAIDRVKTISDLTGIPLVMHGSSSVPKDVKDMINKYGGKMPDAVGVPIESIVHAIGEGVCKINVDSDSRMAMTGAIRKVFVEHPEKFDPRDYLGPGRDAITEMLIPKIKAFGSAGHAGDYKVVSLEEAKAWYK
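40 nM FBPA preincubated 10 min at RT with compound (up to 57.5 uM final), then substrate plus GAPDH/TPI/NAD/arsenate coupling and diaphorase/resazurin added. Fluorescence read after 20 min at RT, 525/598 nm.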
Active calls of the source: *; ? = inconclusive; nt = not tested or not shown; [ ] = another dose, or the depositor's remark. Unless noted, the call rests on the fitted dose curve; in most records, active means well fitted curve in the direction sought with a large enough effect; inconclusive means small, poorly fitted or top-dose-only effect, or another doubt; inactive means no such curve, though single readings can be large; an effect the other way counts as inactive or inconclusive. Unless noted, on the % scale 0 is the no-effect control and ±100 the full control effect.

SMILES | HCMV antiviral | AmpC inh detg | AmpC no deterg | Sm TGR inh | AMA1-RON2 inh | FBPA Giardia inh
CSC(SC)=C(C#N)C(=O)c1ccccc1 | 40.3 | 0.2% | -20.4% | 11.2µM* | -0.9% | 2.8%
CC1CC(C)CN(C(=O)c2cccc(NC(=O)CC3SC(N4CCCCC4)=NC3=O)c2)C1 (stereo not drawn) | -14.0 | nt | 80.3%[activator] | nt | 6.2% | nt
Cc1noc(C)c1C(=O)N1CCCC1 | -3.4 | -0.8% | 0.5% | -1.3% | -7.2% | 6.4%
Cc1ccc(S(=O)(=O)NCC2CCC(C(=O)NC3CCCCC3)CC2)cc1 (stereo not drawn) | 26.8 | 1.2% | -21.2% | 1.2% | -3.4% | 1.5%
O=C(NC(NC(=S)Nc1cccc(Cl)c1)C(Cl)(Cl)Cl)OCc1ccccc1 (stereo not drawn) | ? | -12.6% | -44.8% | -14.8% | -3.4% | -1.0%
CCN(CC)CCCN1C(=O)c2oc3ccccc3c(=O)c2C1c1cccnc1 (stereo not drawn) | -11.3 | ? | -10.8% | -9.2% | 40.3%[activator] | 3.4%
CCOC(=O)c1ccc(NC(=O)CSc2nnc(-c3ccncc3)n2-c2ccccc2)cc1 | 3.5 | 7.5% | nt | 9.1% | nt | nt
COC(=O)c1cc(COC(=O)c2ccc(OC)c(S(=O)(=O)N3CCCC3)c2)oc1C | -19.6 | ? | 85.0%[activator] | 7.2% | -2.5% | 1.0%
O=C(CCCn1c(=S)[nH]c2cc3c(cc2c1=O)OCO3)NC1CC1 | 5.7 | -1.4% | -16.9% | 2.7% | 63.7%[activator] | -0.9%
C/C(=C/CCC(C)(O)C1CC[C@@]2(C)[C@@H]3CC=C4[C@@H](CC[C@H](O[C@H]5O[C@@H](CO)[C@H](O)[C@@H](O)[C@@H]5O)C4(C)C)[C@]3(C)C(=O)C[C@]12C)CO[C@@H]1O[C@H](CO)[C@@H](O)[C@H](O)[C@H]1O (stereo partly drawn) | 2.3 | nt | 235.3%[activator] | nt | 6.2% | nt
CN1C(=O)c2ccccc2C(C(=O)NCCCN2CCCC2)C1c1c[nH]c2ccccc12 (stereo not drawn) | nt | ? | 19.9% | -15.8% | -0.3% | ?
CCC(=O)Nc1cc(-c2nnc(OC)c3ccccc23)ccc1N1CCOCC1 | 10.0 | ? | -2.3% | 1.0% | 27.8% | -1.8%
COCCCn1c(SCC(=O)Nc2ccc(F)cc2)nc2c(sc3ccccc32)c1=O | 0.6 | -5.5% | nt | 4.0% | nt | nt
COCCn1c(=NC(=O)CCS(=O)(=O)c2ccccc2)sc2cc(C)ccc21 | 147.5 | -8.1% | -14.0% | 35.5µM* | -5.0% | nt
CC(NCC(O)COc1ccc(Br)cc1)c1ccccc1 (stereo not drawn) | -38.8 | -19.1% | -11.2% | -20.4% | 11.5% | -25.9%
CCc1nc(C)ccc1OCC(=O)N1CCc2c([nH]c3ccccc23)C1c1ccccn1 (stereo not drawn) | -23.9 | -7.5% | -1.1% | 1.9% | 21.5% | -22.4%
Cc1cc(C)n(CC(=O)N2N=C(C(F)F)CC2(O)C(F)F)n1 (stereo not drawn) | 11.9 | -2.3% | -11.0% | -9.0% | -11.5%[11.6 µM] | -1.0%
Cc1ccc(-n2nnnc2SCC(=O)c2cc(C)n(CC3CCCO3)c2C)cc1 (stereo not drawn) | -25.7 | -1.9% | -20.0% | 0.0% | -5.6% | -0.6%
Cc1ccc(S(=O)(=O)N2CCCC2C(=O)OCc2ccco2)cc1 (stereo not drawn) | nt | 3.2% | 0.6% | 4.47µM* | -13.7% | 1.9%
COC(=O)c1ccc(CN2CCC(CO)(Cc3ccccc3Cl)CC2)cc1 | -1.6 | -0.6% | -7.4% | 0.0% | 0.3% | 0.3%
CCN(CC)CCNC(=O)C(=O)Nc1ccc2c(c1)N(S(=O)(=O)c1cccs1)CCC2 | -23.0 | -9.6% | -5.3% | 8.6% | 3.7% | nt
COc1ccc(NC(=O)c2ncn[nH]2)cc1 | 30.3 | -0.1% | -11.1% | -20.7% | -4.8% | -9.5%
COc1ccccc1/C=C/CN1CCN(Cc2ccc(F)cc2)C(CCO)C1 (stereo not drawn) | 13.9 | -14.5% | 78.2%[activator] | -16.1% | -15.4% | 2.9%
COC(=O)c1[nH]c2ccc(Cl)cc2c1NC(=O)CCN1CCN(C2CCCCC2)CC1 | 4.9 | -11.9% | 32.9% | -1.6% | 0.9% | -3.8%
CC1CCN(S(=O)(=O)c2ccc3c(c2)N(CC(=O)NCc2ccccc2Cl)C(=O)CS3)CC1 | -9.2 | -3.8% | nt | -1.1% | nt | nt
NS(=O)(=O)c1ccc(CNC(=O)CNC(=O)Cc2ccccc2)cc1 | -8.2 | -3.6% | -13.3% | 9.2% | -1.8% | -3.9%
Cc1cc(C)cc(N(C(=O)c2csnn2)C(C(=O)NC(C)(C)C)c2cccnc2)c1 (stereo not drawn) | 4.1 | 3.5% | 14.9% | 1.7%[57.1 µM] | 38.2% | 1.2%
C/C(=N\NC(=O)Cc1cc(=O)[nH][nH]1)c1cccc([N+](=O)[O-])c1 | -4.1 | -5.3% | -12.9% | 7.2% | 47.3%[activator] | -0.1%
O=C(Nc1cccc(F)c1)NC1CCN(Cc2ccccc2)CC1 | 6.4 | ? | 17.6%[2.29 µM] | -6.5% | -12.1% | 5.9%
COc1ccccc1C(=O)Nc1ccc(C(=O)Nc2ccccc2C(=O)O)cc1 | 6.8 | -2.2% | -9.5% | -25.9% | -7.4% | nt
O=C1OC(C(=O)Nc2ccccc2)Cc2ccccc21 (stereo not drawn) | 24.1 | ? | -21.8% | -4.2% | -0.1% | 4.1%
COc1ccc(-c2nc(CS(=O)CC(=O)NCCCN3CC(C)CC(C)C3)c(C)o2)cc1OC (stereo not drawn) | 76.1 | 0.6% | 62.9%[activator] | -22.5% | 0.6% | -8.6%
NS(=O)(=O)c1ccc(CCNC(=O)C(=O)c2cn(CC(=O)N3CCCC3)c3ccccc23)cc1 | 105.0 | -2.0% | -2.3% | -24.5% | -1.5% | -20.1%
O=C(Nc1ccccc1)OCCCc1ccccc1 | -31.6 | ? | -24.4% | 10.7% | 9.3% | -8.6%
Cc1occc1-c1nnc(SCC(N)=O)n1Cc1ccccc1 | -4.2 | -13.5% | -19.4% | 7.8% | 10.6% | 2.2%
COc1ccc(OC)c(NC(=O)c2cc3ccccc3o2)c1 | 46.6 | -0.7% | -13.3% | -3.2% | -22.4% | -26.8%
O=C(CCS(=O)(=O)c1ccc(Br)cc1)N1CCN(c2ccccc2Cl)CC1 | 1.0 | 8.4% | 36.2% | -21.1% | 1.2% | 0.1%
Cc1[nH]n(-c2ccccc2)c(=O)c1N=Nc1ccc(Cl)cc1 | 83.1 | -4.0% | 4.7% | 0.0% | -14.4% | ?
CN(Cc1ccccc1)C(=O)c1cccc(N2C(=O)NC3CC2(C)Oc2ccccc23)c1 (stereo not drawn) | -9.9 | -1.2% | 95.4%[activator] | 11.9% | -3.3% | 5.0%
O=[N+]([O-])c1cc(Cl)ccc1N1CCOCC1 | 6.5 | 0.5% | -2.2% | nt | 16.4% | 0.8%
COc1ccc(S(=O)(=O)NC2CCCC2)cc1NC(C)=O | 5.0 | -0.6% | -6.0% | -6.2% | 1.8% | nt
COc1ccccc1CNC(=O)CSc1ncc(C(=O)Nc2ccccc2)c(=O)n1C | -13.1 | -12.4% | -4.4% | -1.2% | 1.9% | nt
CCC1Sc2ccccc2N(CC(=O)NC2CC2)C1=O (stereo not drawn) | ? | ? | -5.4% | -2.1% | -7.8% | 3.1%
CCOCCCNC(=O)C1(O)c2ccccc2NC(=O)N1c1ccc(C)c(C)c1 (stereo not drawn) | -21.8 | -2.2% | -3.0% | 0.7% | -1.9% | -0.8%
CSc1ncccc1C(=O)Nc1cc(Cl)ccc1N1CCOCC1 | -2.6 | nt | 58.3% | nt | -8.2%[11.6 µM] | nt

An excerpt of these results, with two lines to a compound:
Each structure is followed by: HCMV antiviral | AmpC inh detg | AmpC no deterg | Sm TGR inh | AMA1-RON2 inh | FBPA Giardia inh
- COc1ccc(-c2nc(CS(=O)CC(=O)NCCCN3CC(C)CC(C)C3)c(C)o2)cc1OC (stereo not drawn)
→ 76.1 | 0.6% | 62.9%[activator] | -22.5% | 0.6% | -8.6%
- NS(=O)(=O)c1ccc(CCNC(=O)C(=O)c2cn(CC(=O)N3CCCC3)c3ccccc23)cc1
→ 105.0 | -2.0% | -2.3% | -24.5% | -1.5% | -20.1%

Remaining list, next part
SMILES | HCMV antiviral | AmpC inh detg | AmpC no deterg | Sm TGR inh | AMA1-RON2 inh | FBPA Giardia inh
COc1ccc(CN(C(=O)CCC(=O)N2CCCCC2)c2nccs2)cc1OC | -24.0 | -7.1% | 81.9%[activator] | nt | -3.6% | 3.9%
CCOc1ccc(-c2nnc(SCC(=O)N(CC)CC)n2N)cc1 | -12.9 | -2.5% | -13.1% | 1.2% | -5.2% | 16.3%
CC1CCCCC1NC(=O)c1cn(C)c2ccc(S(=O)(=O)N3CCCC3)cc2c1=O (stereo not drawn) | -29.8 | -10.6% | -12.4% | -9.6% | -0.3% | 1.8%
COc1cc(C(=O)OCc2cccc(S(=O)(=O)N3CCOCC3)c2)ccc1OCC(C)C | -5.8 | -4.4% | 67.9%[activator] | 1.1% | 2.7% | nt
O=C1CN(C(=O)COC(=O)CCC(=O)c2ccc(Cl)cc2)c2ccccc2N1 | -24.1 | nt | -14.7% | nt | -2.5% | nt
O=[N+]([O-])c1ccc(/C=N/Nc2nc(N3CCCCCC3)nc(N3CCCCCC3)n2)o1 | -11.1 | -4.7% | -27.7% | -32.9% | -18.2% | -22.9%
CCc1ccc(-c2cc(-c3n[nH]c(=S)n3CC)c3ccccc3n2)cc1 | nt | ? | -9.9% | -2.2% | nt | ?
Cn1c(CC(=O)Nc2ccccc2F)nnc1SCC(=O)NC1=NCCS1 | 64.4 | 2.2% | -5.3% | -1.7% | -1.1% | nt
COc1cc(OC)c2c(-c3ccccc3)cc(=O)oc2c1 | -4.6 | ? | -17.5% | 4.0% | 0.0% | -2.6%
CN(CCNC(=O)C1CCN(c2ncnc3c2nc2n3CCCCC2)CC1)Cc1ccccc1 | -27.3 | 3.1% | 45.7% | 0.2% | 4.3% | -5.4%

Looked up above.
Entry of `CCc1ccc(-c2cc(-c3n[nH]c(=S)n3CC)c3ccccc3n2)cc1` in AmpC no deterg: -9.9%
Entry of `CCOc1ccc(-c2nnc(SCC(=O)N(CC)CC)n2N)cc1` in AmpC no deterg: -13.1%
Entry of `O=[N+]([O-])c1ccc(/C=N/Nc2nc(N3CCCCCC3)nc(N3CCCCCC3)n2)o1` in Sm TGR inh: -32.9%
Entry of `COc1cc(C(=O)OCc2cccc(S(=O)(=O)N3CCOCC3)c2)ccc1OCC(C)C` in AmpC inh detg: -4.4%
Entry of `COc1cc(OC)c2c(-c3ccccc3)cc(=O)oc2c1` in AmpC no deterg: -17.5%

Compounds were not picked by outcome; about 7.8% have a hit in one of these screens.
